A350 autofl: A350 region autofluorescence. max dye-equivalent concentration, M. AID 590. 59,000 tested, 11% active. Compound autofluorescence, 340/450 nm, Alexa 350 dye-equivalents; stronger effect = higher value; in the data active means max dye-equivalent concentration above about 10 nM; inconclusive means mostly about 1.1 nM to 9.6 nM
HBB splice mod: modulators of hemoglobin beta chain splicing | HBB splicing reporter cell assay, activation; EGFP reporter with mutant IVS2-654 intron; response scale: normalised to 500 nM splice-correcting PNA | Potency, µM (doses to about 46.1 µM), inactives show top-dose activation, usual class: activators | 65,000 tested, 0.06% active; further: potency means the concentration at half of the fitted maximal effect; 0% is about no effect
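HeLa cells stably expressing EGFP interrupted by mutant beta-globin intron 2 (IVS2-654), 500/well in 2% FCS. Treated with compound for 2 days at 37C. Splicing correction scored as total well GFP intensity (488 nm excitation, 500-520 nm emission); 500 nM antisense PNA served as control.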
GFP derepression: derepresses silenced GFP locus in mouse C127i cells | Potency, µM (series often up to 46.1 µM), inactives show at the highest dose GFP derepression (activation) | mouse C127i GFP locus derepression, cytometry, 30 h | 68,000 tested, 0.09% active; further: % of control where 0% means no effect
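Locus derepression in mouse mammary C127i cells whose integrated CMV-GFP reporter is normally silent; GFP expression after 30 h compound treatment was quantified by counting fluorescent cells.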
ERK AVP block: blocks ERK signaling stimulated by vasopressin; HEK293-V1b, vasopressin-stimulated pERK AlphaScreen; Potency, µM (top dose mostly 57.5 µM), for inactives: at the top dose activity, negative = inhibition, hits mostly inhibitors; 72,000 tested, 0.99% active; further: potency means the concentration at half of the fitted maximal effect; on the % scale 0 is the no-effect control and ±100 the full control effect; nearly all actives have a fitted effect of over 55% in size
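Phosphorylated ERK1/2 detected via AlphaScreen bead proximity in lysates of V1b-expressing HEK293 cells given 25 nM vasopressin for 5 min after 30 min compound exposure (37 °C). AC50 from Hill equation; basal DMSO 0%, vasopressin 100%.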
Fluorescein fluor: compound fluoresces in the fluorescein spectral region | max fluorescein-equivalent concentration, M | 59,000 tested, 0.91% active | Compound autofluorescence, 480/540 nm, fluorescein-equivalent; stronger effect = higher value; in the data active means max fluorescein-equivalent concentration above about 10 nM; inconclusive means between about 1.1 nM and that limit
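Values reflect compound autofluorescence, normalized to fluorescein on the same plate and reported at each tested concentration. Conditions: 100 mM Tris pH 8.0, room temperature, 15 min, excitation 480 nm, emission 540 nm.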
Hsp90 Hop PPI: changes Hsp90-Hop TPR2A binding signal, up or down; AlphaScreen TPR2A-His6 binding biotin-Hsp90 C-terminal peptide; Potency, µM (top dose mostly 57 µM), without a hit: top-dose activity change, negative = inhibition; 71,000 tested, 0.44% active; AID 595; active means well fitted curve in either direction with a large enough effect; inconclusive means small, poorly fitted or top-dose-only effect, or another doubt; further: potency means the concentration at half of the fitted maximal effect; on the % scale 0 is the no-effect control and ±100 the full control effect; many of its hits are not listed in these tables
UbGFP stabilizer: inhibits proteasome, raising ubiquitin-GFP reporter fluorescence | 67,000 tested, under 10 active | Ubiquitin-GFP reporter cells, proteasome inhibition, GFP fluorescence; response scale: untreated = 0%, 10 µM MG-132 = 100% | Potency, µM (doses to about 45.9 µM), inactives show at the top dose activation (GFP accumulation), actives largely listed as activators; active means well fitted activation curve with a large enough effect, not every such curve was filed as active; inconclusive means small, poorly fitted or top-dose-only effect, or another doubt; inactive means no such curve, though single readings can be large or run the other way; further: potency means the concentration at half of the fitted maximal effect
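Proteasome blockade was scored as a rise in GFP-expressing U2OS cells carrying a ubiquitin(G76V)-GFP construct, imaged after 4 hr compound treatment at 37 °C across a 46 uM–2.9 nM series.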
4MU fluor: compounds fluorescent in 4-MU spectral region. AID 589. max dye-equivalent concentration, M. 59,000 tested, 11% active. compound autofluorescence, 340/450 nm, 4-MU equivalents; stronger effect = higher value; in the data active means max dye-equivalent concentration above about 10 nM; inconclusive means mostly about 1.1 nM to 9.6 nM
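Compounds in 100 mM Tris, pH 8.0, incubated 15 min at room temperature, then fluorescence read at 340 nm excitation/450 nm emission. Signal converted to 4-MU dye-equivalent concentration using an on-plate six-point 4-MU standard curve.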
CRE-bla Fsk: modulators of forskolin-stimulated CRE signaling in CHO cells. CHO CRE-bla reporter (cAMP response element driving beta-lactamase), forskolin EC10, beta-lactamase ratio. Potency, µM (top dose mostly 38.2 µM), for inactives: top-dose activity change, negative = inhibition, actives largely listed as activators. 71,000 tested, 2.5% active; active means well fitted activation curve with a large enough effect in the signal ratio, with a control signal flat, not every such curve was filed as active; inconclusive means small, poorly fitted or top-dose-only effect, or effect the other way, or a change in a side signal; the % refers to the signal ratio; further: potency means the concentration at half of the fitted maximal effect; % of control where 0% means no effect
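qHTS titration format; CRE-bla CHO reporter; stimulus EC10 NKH 477, a water-soluble forskolin. Read: CCF4 460/530 nm ratio. Potency expressed as AC50 for activators or inhibitors.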
Luciferase inh: blocks Photinus pyralis firefly luciferase activity; P08659; 72,000 tested, 2.2% active; AID 411; purified firefly luciferase, luminescence, 8 min; Potency, µM (highest dose often 57.1 µM), without a hit: top-dose activity change, negative = inhibition, hits mostly inhibitors; further: potency means the concentration at half of the fitted maximal effect; on the % scale 0 is the no-effect control and ±100 the full control effect; nearly all actives have a fitted effect of over 40% in size
Target sequence (P08659 whole entry, looked up): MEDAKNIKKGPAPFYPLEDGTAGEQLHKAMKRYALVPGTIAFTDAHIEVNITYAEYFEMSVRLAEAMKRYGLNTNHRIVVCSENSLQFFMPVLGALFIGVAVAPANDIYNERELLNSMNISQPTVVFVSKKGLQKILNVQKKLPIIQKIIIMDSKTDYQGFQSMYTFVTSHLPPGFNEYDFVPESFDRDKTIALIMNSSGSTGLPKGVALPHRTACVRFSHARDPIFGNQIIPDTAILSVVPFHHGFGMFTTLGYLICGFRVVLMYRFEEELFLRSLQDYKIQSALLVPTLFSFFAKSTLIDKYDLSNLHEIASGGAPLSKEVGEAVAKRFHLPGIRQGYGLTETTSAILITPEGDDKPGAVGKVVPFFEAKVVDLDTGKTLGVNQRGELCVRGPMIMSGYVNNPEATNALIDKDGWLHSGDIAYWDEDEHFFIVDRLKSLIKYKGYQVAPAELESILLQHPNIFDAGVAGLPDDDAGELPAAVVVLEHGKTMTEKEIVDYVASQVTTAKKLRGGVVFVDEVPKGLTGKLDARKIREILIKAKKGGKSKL
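qHTS concentration-response profiling: light output of P. pyralis luciferase with luciferin and 10 uM ATP, imidazole buffer pH 7.2. Read by luminescence after 8-min room-temperature incubation.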
Texas Red fluor: compounds fluorescent in Texas Red spectral region; AID 587; 59,000 tested, 0.06% active; Compound fluorescence, Texas Red channel, 547/618 nm; stronger effect = higher value; max dye-equivalent concentration, M; in the data active means max dye-equivalent concentration above about 10 nM; inconclusive means between about 1.1 nM and that limit
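Compound fluorescence was read after 15 min at room temperature in 100 mM Tris, pH 8.0, using 547 nm excitation and 618 nm emission across a concentration series. It was expressed as Texas Red dye-equivalent concentration from an on-plate standard curve.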
An asterisk follows results filed as active; i = inactive; ? = inconclusive; · = no result given; [ ] = another dose, or the depositor's remark. Unless noted, the call rests on the fitted dose curve; in most records, active means well fitted curve in the direction sought with a large enough effect; inconclusive means small, poorly fitted or top-dose-only effect, or another doubt; inactive means no such curve, though single readings can be large; an effect the other way counts as inactive or inconclusive. The list is partial, so the mix of outcomes need not match the whole.

SMILES | A350 autofl | HBB splice mod | GFP derepression | ERK AVP block | Fluorescein fluor | Hsp90 Hop PPI | UbGFP stabilizer | 4MU fluor | CRE-bla Fsk | Luciferase inh | Texas Red fluor
COc1ccc(O)c(-c2[nH]ncc2C(=O)c2ccccc2C)c1 | i | -5.0%[57.5 µM] | 0% | 7% | i | -4% | -1% | i | ? | 2% | i
CCCn1c(-c2ccc(F)cc2)nc2c(NC(C)CCCN(CC)CC)nc(C)nc21 (stereo unspecified) | · | -0.8% | · | 6% | · | -4% | 0% | · | -1% | · | ·
O=c1c2ccccc2nc2sc3ccccc3n12 | 3.1e-08M* | -5.2% | 5% | 14% | i | -3% | 1% | 3.7e-08M* | 28% | -14% | ?
CN1CCN(C(=O)NC2CCCN2S(=O)(=O)c2ccc(Cl)cc2)CC1 (stereo unspecified) | i | 0.7%[57.5 µM] | -2% | 2% | i | 0% | -5% | i | -10% | 0% | i
O=C(Nc1c(F)cc(F)cc1Br)c1cccnc1 | ? | -2.8% | 0% | 8% | i | -1% | -1% | i | 1% | 2% | ?
O=C(Nc1ccc(F)cc1)NC1CCN(Cc2nnnn2Cc2ccco2)CC1 | i | 0.1%[57.5 µM] | -2% | -11% | i | -4% | 5% | i | -3% | -1% | i
O=C(CSCc1cccc(F)c1)N1CCN(c2ccccc2)CC1 | i | 5.2% | -3% | -1% | i | 3% | 3% | i | -12% | -9% | i
O=C(Cn1nnc(-c2ccccc2-n2cnnn2)n1)c1ccccc1 | i | -0.2% | -1% | -1% | i | -5% | 5% | i | -19% | -2% | ?
Cc1nn(C2CCCCC2)c(N)c1-c1ccccc1 | · | 0.1% | 0% | -12% | · | -4% | -11% | · | 7% | -7% | ·
CN1CC=C2C(C#N)=C(N)C(C#N)(C#N)C(c3cccc(Cl)c3Cl)C2C1 (stereo unspecified) | 5e-07M* | ? | -4% | 1% | 3.9e-08M* | -14% | -7% | 3.5e-07M* | ? | -3% | ?

By substructure, those above containing four or more nitrogen atoms (5)
SMILES | A350 autofl | HBB splice mod | GFP derepression | ERK AVP block | Fluorescein fluor | Hsp90 Hop PPI | UbGFP stabilizer | 4MU fluor | CRE-bla Fsk | Luciferase inh | Texas Red fluor
CCCn1c(-c2ccc(F)cc2)nc2c(NC(C)CCCN(CC)CC)nc(C)nc21 (stereo unspecified) | · | -0.8% | · | 6% | · | -4% | 0% | · | -1% | · | ·
CN1CCN(C(=O)NC2CCCN2S(=O)(=O)c2ccc(Cl)cc2)CC1 (stereo unspecified) | i | 0.7%[57.5 µM] | -2% | 2% | i | 0% | -5% | i | -10% | 0% | i
O=C(Nc1ccc(F)cc1)NC1CCN(Cc2nnnn2Cc2ccco2)CC1 | i | 0.1%[57.5 µM] | -2% | -11% | i | -4% | 5% | i | -3% | -1% | i
O=C(Cn1nnc(-c2ccccc2-n2cnnn2)n1)c1ccccc1 | i | -0.2% | -1% | -1% | i | -5% | 5% | i | -19% | -2% | ?
CN1CC=C2C(C#N)=C(N)C(C#N)(C#N)C(c3cccc(Cl)c3Cl)C2C1 (stereo unspecified) | 5e-07M* | ? | -4% | 1% | 3.9e-08M* | -14% | -7% | 3.5e-07M* | ? | -3% | ?

Back to the main list, repeating the 2 entries before the break.
SMILES | A350 autofl | HBB splice mod | GFP derepression | ERK AVP block | Fluorescein fluor | Hsp90 Hop PPI | UbGFP stabilizer | 4MU fluor | CRE-bla Fsk | Luciferase inh | Texas Red fluor
Cc1nn(C2CCCCC2)c(N)c1-c1ccccc1 | · | 0.1% | 0% | -12% | · | -4% | -11% | · | 7% | -7% | ·
CN1CC=C2C(C#N)=C(N)C(C#N)(C#N)C(c3cccc(Cl)c3Cl)C2C1 (stereo unspecified) | 5e-07M* | ? | -4% | 1% | 3.9e-08M* | -14% | -7% | 3.5e-07M* | ? | -3% | ?
Cc1ccc(OCc2nn3c(-c4ccco4)nnc3s2)cc1 | ? | -0.6%[0.369 µM] | 0% | -8% | i | -3% | -7% | ? | 0% | -2% | i
COCCCN1C(=O)C(=O)/C(=C(/O)c2ccc3c(c2)OCCO3)C1c1ccc(C(=O)OC)cc1 (stereo unspecified) | i | 2.0%[1.84 µM] | -2% | -2% | i | -1% | 6% | i | -6% | 1% | i
CCCNc1nc2c(c(=O)[nH]c(=O)n2C)n1CCCc1ccccc1 | i | · | 2% | -22% | i | -1% | 0% | i | 6% | 1% | i
COc1ccc2nc3sc(C(=O)NCc4cccs4)c(N)c3cc2c1 | ? | -0.3%[57.5 µM] | 15% | ? | ? | -7% | 6% | ? | -14% | -6% | i
CNc1oc(-c2ccc(Cl)cc2)nc1C#N | 1.1e-07M* | · | 0%[20.6 µM] | · | i | · | · | 1e-07M* | · | -2%[25.5 µM] | i
CC1Cc2ccccc2N1C(=O)c1ccnc(C(C)(C)C)c1 (stereo unspecified) | i | -1.7% | 0% | -1% | ? | 0% | 1% | i | -13% | -1% | ?
CCC(C)NC(=O)C1CN(S(=O)(=O)c2ccccc2)CCN1S(=O)(=O)c1ccccc1 (stereo unspecified) | · | -6.1% | -5% | 4% | · | -4% | 4% | · | -7% | 0% | ·
Cc1cc(-c2ccco2)n(CC(=O)NCc2ccco2)n1 | · | -1.1% | -2% | -7% | · | -3% | -3% | · | -12% | 2% | ·
Cc1ccc(N2CC(C(=O)Nc3ccccn3)CC2=O)cc1 (stereo unspecified) | i | 0.3% | -1% | -2% | i | -8% | -1% | i | -8% | 1% | ?
Cc1cc(/C=C\c2ccc3cc(N(C)C)ccc3[n+]2C)c(C)n1-c1ccccc1 | i | ? | -2%[20.6 µM] | ? | ? | ? | -4%[20.5 µM] | i | 6%[17.1 µM] | · | i
CO[C@]1(NC(=O)[C@H](C(=O)O)c2ccc(O)cc2)C(=O)N2C(C(=O)O)=C(CSc3nnnn3C)CO[C@H]21 | i | 0.6%[20.6 µM] | 1%[20.6 µM] | 6%[25.7 µM] | ? | -3%[26 µM] | 1%[20.5 µM] | i | 8%[17.1 µM] | -2%[25.5 µM] | i
COc1ccc(C(=O)NC(C(=O)NCc2ccccn2)C(C)C)cc1 (stereo unspecified) | i | -3.4%[57.5 µM] | 0% | -7% | i | -7% | -2% | i | 6% | 2% | i
CCOc1ccccc1NC=C1C(=O)OC(C)(C)OC1=O | ? | 0.9%[57.5 µM] | -1% | 0% | i | -1% | -1% | ? | ? | -3% | i
O=C(NC1CC1)c1cccc(Nc2ccc(-c3ccc4c(c3)OCCO4)nn2)c1 | i | · | 0% | 10% | i | -12% | 3% | i | -7% | 2µM* | ?
COc1ccc(-c2cc3ccccc3n2CC(O)CN2CCOCC2)cc1 (stereo unspecified) | i | -0.6%[57.5 µM] | 0% | 1% | ? | 2% | -3% | i | ? | 4% | i
CN(C)c1oc(COc2ccccc2F)nc1C#N | i | -0.8% | -2% | -20% | i | -11% | 1% | i | 3% | 1% | ?
COc1ccc(C(C)=O)cc1COC(=O)Cn1cnc2ccccc2c1=O | i | 1.0% | 0% | -34% | ? | -2% | 0% | i | ? | -10% | i
COc1ccc(CN2C(=O)CN=C2Nc2ccc(C)cc2C)cc1 | i | -0.4% | 0% | 1% | ? | -1% | -1% | i | 18% | -1% | ?
CCOC(=O)Nc1nnc(-c2cccc(OC)c2)s1 | ? | 0.7% | 4% | -18% | i | 3% | -2% | 1.1e-08M* | 5% | -3% | i
C=CCNc1ncnc2ccc(Br)cc12 | · | -4.3% | 5% | -26% | · | -4% | -3% | · | -7% | -1% | ·
Cc1ccccc1Oc1ccc(S(=O)(=O)NCCC(=O)O)cc1 | i | -0.2% | 4% | 8% | i | -2% | -2% | i | -3% | 2% | i
O=C(NCCN1CCCC1=O)Nc1ccccc1 | i | 0.5% | -1% | -15% | i | -3% | ? | i | ? | 1% | i
Cn1cccc1C(=S)N=P(C1CCCCC1)(N1CCOCC1)N1CCOCC1 | i | -0.2%[57.5 µM] | 3% | -24% | i | -14% | 5% | i | -1% | 1% | i
COc1cc(C(=O)Nc2ccc(NC(=O)c3ccco3)nc2)cc(OC)c1OC | i | · | 1% | -3% | i | -1% | -5% | i | 17% | 4% | i
O=C(CN1CCN(c2ccccn2)CC1)NC1CCCC1 | i | 0.6%[57.5 µM] | 5% | -14% | i | 0% | 0% | i | -1% | -1% | i
COc1ccccc1N1CCN(C(c2ccc(F)cc2)c2nnnn2C(C)C)CC1 (stereo unspecified) | i | -0.2%[57.5 µM] | -2% | -8% | i | -2% | 4% | i | 0% | -2% | i
O=C(Nc1nsc(-c2ccccc2)n1)c1cccs1 | ? | -0.8% | 2% | ? | i | -3% | 9% | i | -7% | 5µM* | i
O=C(CSc1nnc2scc(-c3ccccc3)n12)Nc1nsc(-c2ccccc2)n1 | i | -1.1% | 0% | -13% | ? | -4% | 0% | i | ? | 4% | i
CCN1C(=O)CC(n2c(C)nc3ccccc32)C1=O (stereo unspecified) | i | 1.0% | 0% | -14% | i | -1% | 1% | i | ? | 2% | i

Screening results deposited in PubChem BioAssay by National Center for Advancing Translational Sciences (NCATS).
